Assay outcomes as filed in PubChem BioAssay.
C-LANA FP: KSHV C-LANA DNA binding inhibition; MBP-C-LANA/FAM-LBS DNA binding, fluorescence polarization; inhibition, % at 9 µM; 340,000 compounds, 0.078% hits;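 active = highest replicate inhibition at or above 60% at 9 µM, even if other replicates fall short; inactive = all replicates below 60% inhibition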;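 also: 0% = neutral control wells and 100% = 4 µM acridine orange control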
OPRM1-OPRD1 ag: agonists of human mu-delta opioid receptor heterodimerization; P35372+P41143; 340,000 compounds, 0.3% hits; activation, % at 9.3 µM; cells, OPRM1-OPRD1 heterodimerization, luminescence; in the data active = activation above about 18%;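 also: 0% = vehicle-treated cells and 100% = reference agonist; values of inactives mirror those of a sister screen read the other way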
OPRM1-OPRD1 inv: inverse agonist of human OPRM1-OPRD1 heterodimerization; cell-based MOR-DOR heterodimer luminescence, inverse agonism; inhibition, % at 9.3 µM; 340,000 compounds, 0.21% hits; in the data active = inhibition above about 22%, passing the limit was not always enough;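 also: 0% = cells with DMSO and 100% = wells without cells with DMSO; values of inactives mirror those of a sister screen read the other way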
CAL-PDZ inh HTS: blocks peptide binding to the human CAL PDZ domain. 300,000 compounds, 0.92% hits. inhibition, % at 24.9 µM. Q9HD26. purified CAL PDZ, TMR-peptide fluorescence polarization, 1 h;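 active = mean inhibition of at least 30% with at least half of replicates also reaching 30%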;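 also: 0% = DMSO neutral control and 100% = excess unlabeled competitor peptide PRC23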
V-ATPase pHluor: yeast V-ATPase proton transport regulation by pHLuorin | S. cerevisiae, pHLuorin cytosolic pH fluorescence | response, % at 10 µM | 350,000 compounds, 0.37% hits; in the data active = response mostly above about 7.3%, no sharp cut-off; inactive = mostly below about 5.4%; also: actives read high; inactives centre near 0; some compounds called inactive have numbers as strong as hits; reference of the scale not given here
HTR5A ag: counter-screen for OPRM1-OPRD1 agonists: human HTR5A agonism; HTR5A agonist assay, luminescence, cell-based; activation, % at 9.3 µM; P47898; 340,000 compounds, 0.61% hits; AID 504692; in the data active = activation mostly above about 9.5%, no sharp cut-off; inactive = mostly below about 7.6%;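 also: 0% = cells with vehicle only and 100% = reference agonist; strong numbers were not always called active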
Target sequence (P47898 whole entry, looked up): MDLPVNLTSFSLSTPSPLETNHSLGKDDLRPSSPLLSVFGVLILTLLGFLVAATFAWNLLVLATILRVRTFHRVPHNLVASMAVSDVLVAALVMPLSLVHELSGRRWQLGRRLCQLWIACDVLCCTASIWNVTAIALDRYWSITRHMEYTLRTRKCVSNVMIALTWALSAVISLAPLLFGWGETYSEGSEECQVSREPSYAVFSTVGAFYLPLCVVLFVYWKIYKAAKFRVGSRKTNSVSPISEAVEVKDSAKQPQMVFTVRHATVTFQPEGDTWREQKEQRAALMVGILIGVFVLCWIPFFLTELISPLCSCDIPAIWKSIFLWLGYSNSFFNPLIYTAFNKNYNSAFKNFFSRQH
Cardiac RTF inh: cardiac RTF calcium desensitization | P19429+P45379 | inhibition, % at 7.15 µM | IANBD-labeled cardiac RTF, Ca2+ fluorescence | 340,000 compounds, 0.12% hits;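 active = inhibition above the mean inhibition of all tested compounds plus 3 SD, cut at about 17% in these data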;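 also: assay run at fixed EC70 calcium of 1.6 mM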
Keap1 Nrf2 FP: Keap1-Nrf2 (human) interaction inhibition; Q14145; Keap1 Kelch-Nrf2 peptide fluorescence polarization, 1536-well; inhibition, % at 9.4 µM; 340,000 compounds, 0.15% hits; in the data active = inhibition above about 12%;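 also: human Keap1 Kelch domain with fluorescein labeled Nrf2 9mer peptide probe; 0% = neutral control wells and 100% = peptide positive control; higher means more block of Keap1 binding to Nrf2 peptide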
Target sequence (Q14145 whole entry, looked up, the tested form may be a part): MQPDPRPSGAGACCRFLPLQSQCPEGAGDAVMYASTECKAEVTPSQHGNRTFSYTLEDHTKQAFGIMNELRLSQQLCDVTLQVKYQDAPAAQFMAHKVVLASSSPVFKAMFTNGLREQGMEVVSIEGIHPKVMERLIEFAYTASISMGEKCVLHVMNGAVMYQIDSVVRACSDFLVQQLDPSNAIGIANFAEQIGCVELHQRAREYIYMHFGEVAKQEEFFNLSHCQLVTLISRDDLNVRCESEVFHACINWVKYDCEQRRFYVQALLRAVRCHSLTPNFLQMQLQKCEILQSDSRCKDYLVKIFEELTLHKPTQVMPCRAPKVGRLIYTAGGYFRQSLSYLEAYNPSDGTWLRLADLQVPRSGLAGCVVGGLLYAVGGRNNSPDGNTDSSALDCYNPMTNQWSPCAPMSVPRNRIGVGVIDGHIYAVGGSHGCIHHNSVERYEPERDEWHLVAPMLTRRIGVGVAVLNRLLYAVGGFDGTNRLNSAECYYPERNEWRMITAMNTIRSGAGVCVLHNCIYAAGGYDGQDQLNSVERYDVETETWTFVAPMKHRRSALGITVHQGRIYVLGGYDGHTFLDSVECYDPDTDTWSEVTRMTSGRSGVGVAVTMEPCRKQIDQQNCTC
HTR5A inv ctr: HTR5A inverse agonism, opioid heterodimer counter-screen. P47898. HTR5A cell line, luminescence. inhibition, % at 9.3 µM. 340,000 compounds, 0.083% hits. AID 504634; in the data active = inhibition mostly above about 23%, no sharp cut-off; inactive = mostly below about 18%;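 also: 0% = cells with DMSO and 100% = no-cell wells with DMSO; some compounds called inactive have numbers as strong as hits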
cardiac RTF act: increases calcium sensitivity of human cardiac regulated thin filaments | activation, % at 7.2 µM | IANBD-labeled TnC RTF fluorescence at EC20 calcium; 0% EC20 calcium, 100% full calcium | 340,000 compounds, 0.24% hits | P19429+P45379;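 active = activation above the mean over all tested compounds plus 3 SD, cut at about 30% in these data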;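 also: rise in fluorescence read as greater calcium sensitivity of cardiac thin filaments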
An asterisk follows results filed as active; / = no result given.

compound	C-LANA FP	OPRM1-OPRD1 ag	OPRM1-OPRD1 inv	CAL-PDZ inh HTS	V-ATPase pHluor	HTR5A ag	Cardiac RTF inh	Keap1 Nrf2 FP	HTR5A inv ctr	cardiac RTF act
Cc1ccc(NC(=O)c2nc[nH]c2C(=O)NCCN(CCNC(=O)c2[nH]cnc2C(=O)Nc2ccc(C)cc2)CCNC(=O)c2[nH]cnc2C(=O)Nc2ccc(C)cc2)cc1	2.0	-1.8	11	-3	1	4	-4	0	10	-3
C1=C[C@@H]2CCN(Cc3ccccc3)Cc3cccc(c32)C1	0.0	10	-59	-3	4	3	-8	-5	-19	11
Cc1ccc(NC(=O)COC(=O)/C=C/c2cccc(Cl)c2)cc1S(=O)(=O)N1CCOCC1	-2.4	-0.2	1	-7	-2	7	22*	0	27	1
CCOC(=O)c1nn(-c2ccc3c(c2)OCCO3)cc1O	0.2	-1.5	7	0	-4	-3	-1	-2	10	-4
CCCCS(=O)(=O)NC1=NCN(CCO)CN1	1.9	0.7	-5	-1	3	4	-13	-3	17	10
Cc1cc(C)n(NC(=S)NC2CCCCC2)c(=O)c1C#N	2.5	-0.2	1	0	1	-2	-9	-5	6	18
CCc1cccc(NC(=O)Cc2ccc(OC)c(OC)c2)c1	-0.4	-0.8	4	0	-3	-1	5	4	-18	-6
COc1ccccc1-c1cc(-c2ccc(C)cc2)nc(SCc2nnc(-c3ccccc3)o2)c1C#N	1.1	-3.9	23	9	0	-3	-3	1	9	3
CC1CC(=O)NN=C1c1cccs1 (configuration not stated)	1.1	-2.9	14	-4	-2	0	3	-1	7	4
COc1ccc(OCC(O)CN2CCCCC2)cc1 (configuration not stated)	-0.2	-0.9	5	/	1	-2	-4	-1	6	0
CC(=O)Nc1ccc(NC(=O)CC2SC(=O)N(CC(=O)c3ccccc3)C2=O)cc1 (configuration not stated)	0.2	-1.0	6	0	-4	-7	-3	-4	29	0
Cc1ccccc1N1C(=O)c2cccc3c(N(C)CCO)ccc(c23)C1=O	57	-2.4	14	-3	4	-3	-153	14*	-18	179*
C/C(=N\NC(=S)NC1CCCCC1)c1cccc(Br)c1	-4.4	2.4	-12	-3	2	2	5	-8	-24	10
COc1ccc(S(=O)(=O)N(C)C(C)CCc2ccco2)cc1 (configuration not stated)	1.7	-2.1	10	-2	3	0	-15	-7	2	-2
CCCCC(=O)NC(c1ccc(OC)c(OC)c1)c1ccc2cccnc2c1O (configuration not stated)	-0.1	0.2	-1	-2	-2	2	2	1	-7	-5
CC(NC(=O)C(=O)Nc1nccs1)c1ccccc1 (configuration not stated)	-1.7	-2.5	12	-5	-1	3	-10	-6	-39	-3
O=C(COc1ccccc1)N1CCN=C1SCc1ccccc1	-2.1	0.2	-1	/	4	1	-8	-4	-2	5
O=C(NC(=S)Nc1ccc(Cl)c(C(=O)O)c1)c1ccc(OCc2ccccc2)cc1	-0.3	-5.2	17	-5	4	-4	-2	-7	16	1
Cc1ccc(-n2nc3c(=O)n(CC(=O)NCCc4ccco4)nc(C)c3c2C)cc1	-0.1	-1.9	11	0	0	3	-5	-8	9	0
COc1ccccc1NC(=O)C1=C(C)NC(=O)NC1c1ccco1 (configuration not stated)	0.8	-2.2	12	-4	1	4	0	1	-20	1
COC(=O)c1ccc(OC(=O)C2CC(=O)N(c3cccc(C)c3)C2)cc1 (configuration not stated)	-0.1	-1.5	8	-1	1	6	-29	-15	4	-3
Cc1ccc(C#CC[N+](C)(C)CC#Cc2ccccc2)cc1	0.3	-3.1	16	0	-1	0	-4	1	-1	-3
Cc1ccnc(NC(=O)C2CCCN(S(=O)(=O)c3cnc[nH]3)C2)c1 (configuration not stated)	1.8	-1.3	7	-7	-1	-1	-10	-5	4	6
O=C(COC(=O)c1ccccn1)Nc1c(Cl)cccc1Cl	0.4	0.2	-1	-7	-2	2	-2	-4	-4	3
COCCCNC(=O)CCn1c(=O)c2ccccc2n(CC(=O)Nc2cc(Cl)ccc2C)c1=O	0.8	0.0	0	10	0	2	-1	4	-6	1

(next part)
compound	C-LANA FP	OPRM1-OPRD1 ag	OPRM1-OPRD1 inv	CAL-PDZ inh HTS	V-ATPase pHluor	HTR5A ag	Cardiac RTF inh	Keap1 Nrf2 FP	HTR5A inv ctr	cardiac RTF act
COc1cc(C2Nc3cccc4cccc(c34)N2)cc(OC)c1OC(C)=O	-2.9	1.8	-10	0	1	8	11	-7	-21	-3
COc1ccc2nc(-c3ccccc3)cc(C(=O)OCC(=O)NC3CC3)c2c1	/	-2.8	15	1	1	-1	-4	/	2	14
O=C(Cc1cccs1)N/N=C/c1ccc(OCc2ccccc2)cc1	-0.2	4.2	-29	-2	-2	5	4	4	0	-7
CC(C)Cn1c(=O)c(-[n+]2ccccc2)c([O-])c2ccccc21	0.4	0.3	-2	2	-3	-3	3	-5	9	-8
COc1ccc(CN2CCN(C(=O)CCC(=O)Nc3nnc(C(C)C)s3)CC2)cc1F	-0.1	-0.5	3	5	-1	2	-4	4	12	3
CC1CCN(S(=O)(=O)c2cccc(-c3cn4cc(Cl)ccc4n3)c2)CC1	1.7	5.8	-33	5	2	-3	5	-7	-8	1
COC/C=C/C1=CC(=O)C[C@H](c2ccc3c(c2)OCO3)C1	0.4	-0.6	4	-2	5	-7	-5	-3	-8	0
CC(=O)N(/N=C1\Sc2ccccc2C1=O)c1ccccc1	-1.1	-8.1	34*	/	6	-6	-5	-6	28	3
N#Cc1ccc(Sc2ccccn2)c([N+](=O)[O-])c1	-0.6	0.9	-4	9	0	2	-4	-3	-5	3
COc1cc(NC(=O)NS(=O)(=O)c2ccc(C)cc2)cc(OC)c1	2.2	-1.8	8	-2	-1	-2	3	-1	5	0
Cn1c(CNC(=O)c2ccccc2F)nnc1SCC(=O)N1CCN(c2ccccc2)CC1	-1.4	1.5	-8	-2	2	12*	-7	-4	-6	0
CCOc1ccc(C2=Nn3c(nnc3-c3ccccn3)SC2)cc1	-1.6	-2.6	15	-1	10	-2	-9	-2	16	4
COc1ccc2sc(NC(=O)CC(C)C)nc2c1	0.7	-1.4	7	/	4	-4	-4	-3	9	14
COc1cccc(N(CC(=O)NCc2cccnc2)S(C)(=O)=O)c1	-0.3	-3.1	18	0	2	1	2	2	-6	10
COc1cccc(-c2ccc(NC(=O)C3CCCN(Cc4cc(C)[nH]n4)C3)cc2)c1 (configuration not stated)	-3.3	1.1	-6	-5	0	0	-2	0	0	-3
COc1ccc(N2CCCC2)c(NC(=O)COc2ccccc2Cl)c1	0.1	2.7	-17	1	0	4	-19	-2	-2	1
Cc1nc2sc(C(c3ccco3)N3CCC(Cc4ccccc4)CC3)c(O)n2n1 (configuration not stated)	-0.9	-1.0	6	/	-3	0	-2	-2	0	0
Cc1cc(NS(=O)(=O)c2ccc(NC(=O)c3ccccc3F)cc2)no1	0.8	-3.9	15	3	-4	5	1	-5	8	-2
CC(C)c1ccc(/C=C(\NC(=O)c2ccccc2)C(=O)NCCCN2CCOCC2)cc1	0.0	-2.2	12	-4	-1	4	2	-5	-3	1
CCCCC(=O)Nc1nnc(SCC(=O)NC2CC2)s1	-1.1	1.0	-8	/	1	-2	-4	-7	6	0
CC(Sc1n[nH]c(N)n1)C(=O)Nc1ccc(Cl)cn1 (configuration not stated)	-0.8	-1.0	5	-1	-5	0	-4	-5	1	2
COc1ccc(NC(=O)C(=O)N2N=C3CCCCC3C2(O)C(F)(F)F)cc1 (configuration not stated)	-0.7	-1.7	9	-2	1	2	2	1	-8	3
O=C(CN1C(=O)S/C(=C\c2cccs2)C1=O)Nc1ccc(O)c(C(=O)O)c1	0.2	-2.5	13	-5	2	3	3	0	0	-6
Cc1ccc(-n2nc3c(=O)n(C(C)C(=O)NCCc4cccs4)nc(C)c3c2C)cc1 (configuration not stated)	0.1	-2.2	12	-3	7	3	0	1	-13	-2
CCOCCOC(=O)c1[nH]c2c(c1C)C(=O)CC(c1ccc(OC)c(OC)c1)C2 (configuration not stated)	-2.4	-0.7	3	-4	0	1	-9	-1	-2	3

(further entries)
Each structure is followed by: C-LANA FP	OPRM1-OPRD1 ag	OPRM1-OPRD1 inv	CAL-PDZ inh HTS	V-ATPase pHluor	HTR5A ag	Cardiac RTF inh	Keap1 Nrf2 FP	HTR5A inv ctr	cardiac RTF act
> CC1=CC(=O)Nc2cncnc2N1
    0.6	-2.7	13	-4	-2	0	1	1	-1	4
> C[C@H](NC(=O)c1cc2c([nH]c3ccccc32)c(-c2ccccc2)n1)C(=O)O
    -3.9	-2.1	12	-24	-1	-3	-8	-2	12	2
> Cc1c(-c2nc(N)nc(Nc3ccccc3F)n2)oc2ccccc12
    0.7	1.4	-7	/	-2	6	2	2	-10	-1
> COc1ccc(N2CCN(C(=O)c3ccc(SC)cc3OC)CC2)cc1
    1.1	-0.1	1	-2	-2	5	3	-2	6	-4
> Cc1cc(/C=C(\C#N)C(=O)NC2CC2)c(C)[nH]1
    2.5	-1.6	8	1	0	1	-21	-5	-4	4
> CCOC(=O)N1CCN(C(=O)c2ccc3nc(N4CCCCC4)sc3c2)CC1
    -0.8	-1.3	7	-2	4	7	-8	-2	-19	-3

Of the compounds above, five have a furan ring, fused or not:
Each structure is followed by: C-LANA FP	OPRM1-OPRD1 ag	OPRM1-OPRD1 inv	CAL-PDZ inh HTS	V-ATPase pHluor	HTR5A ag	Cardiac RTF inh	Keap1 Nrf2 FP	HTR5A inv ctr	cardiac RTF act
> COc1ccc(S(=O)(=O)N(C)C(C)CCc2ccco2)cc1 (configuration not stated)
    1.7	-2.1	10	-2	3	0	-15	-7	2	-2
> Cc1ccc(-n2nc3c(=O)n(CC(=O)NCCc4ccco4)nc(C)c3c2C)cc1
    -0.1	-1.9	11	0	0	3	-5	-8	9	0
> COc1ccccc1NC(=O)C1=C(C)NC(=O)NC1c1ccco1 (configuration not stated)
    0.8	-2.2	12	-4	1	4	0	1	-20	1
> Cc1nc2sc(C(c3ccco3)N3CCC(Cc4ccccc4)CC3)c(O)n2n1 (configuration not stated)
    -0.9	-1.0	6	/	-3	0	-2	-2	0	0
> Cc1c(-c2nc(N)nc(Nc3ccccc3F)n2)oc2ccccc12
    0.7	1.4	-7	/	-2	6	2	2	-10	-1
